Source: PubChem (The Scripps Research Institute Molecular Screening Center)
KLK7 zymogen act: activators of human kallikrein-7 zymogen; activation, % at 7 µM; hit rate 0.9% among 370,000; purified proKLK7, EDANS-DABCYL substrate fluorescence; 100% is mature enzyme control, 0% vehicle;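 active means activation above the mean of all tested compounds plus 3 SD, computed per campaign excluding outliers beyond control limits, cut at about 13% in these data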
Target sequence (P49862 whole entry, looked up): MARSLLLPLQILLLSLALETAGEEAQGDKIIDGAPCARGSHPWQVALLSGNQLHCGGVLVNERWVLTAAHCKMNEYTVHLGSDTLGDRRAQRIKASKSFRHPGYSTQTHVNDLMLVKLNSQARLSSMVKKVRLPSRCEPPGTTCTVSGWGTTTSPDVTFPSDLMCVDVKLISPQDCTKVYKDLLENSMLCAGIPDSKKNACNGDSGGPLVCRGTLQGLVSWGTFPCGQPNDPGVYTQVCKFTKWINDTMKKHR
Tn6 DDE FP: disrupts Tn6 cyclic peptide binding to fibrin D-Dimer-E complex | Fibrin DD(E) TRITC-Tn6 fluorescence polarization displacement | inhibition, % at 8.3 µM | hit rate 0.21% among 370,000 | AID 720509;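 active means inhibition above a per-campaign cutoff: mean of compounds within control limits plus 3 SD, cut at about 15% in these data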;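 further: 0% = median of all compound wells on the plate and 100% = blocking peptide control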
MBD2 inh: blocks human MBD2 binding to methylated DNA | hit rate 0.31% among 370,000 | TR-FRET, MBD2 binding to methylated oligonucleotide | inhibition, % at 4.4 µM | AID 686964 | Q9UBB5; in the data active means inhibition above about 13%
PLC-gamma1 inh: inhibitors of human phospholipase C gamma1. inhibition, % at 12.2 µM. hit rate 0.84% among 370,000. purified PLC-gamma1, fluorogenic substrate, fluorescence; in the data active means inhibition above about 9.5%
DDE Tn7 FP inh: DD(E)-Tn7 binding inhibition, primary FP screen; P02675; FP displacement of FITC-Tn7 peptide from fibrin DD(E); 0% = median of compound wells per plate; inhibition, % at 8.3 µM; hit rate 0.13% among 370,000; AID 720508;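 active means inhibition above the mean of compounds falling within the control limits plus 3 SD of them, cut at about 14% in these data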;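 further: 0% = plate median of compound wells and 100% = 10 µM Aha-Tn7 peptide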
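Measure: % inhibition scaled between sample-field median and high-control FP; Test system: human fibrin DD(E); Quantity: 2 µM final DD(E) protein; Doses: one dose, 8.3 µM nominal; Schedule: compound with protein 10 min, then 3 h after probe, room temperature; Detection: fluorescence polarization; Medium: Tris buffer with calcium and detergent, pH 7.8.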
UHRF1 binding: blocks human UHRF1 binding to methylated DNA. UHRF1 binding to methylated oligo, TR-FRET. inhibition, % at 4.4 µM. AID 687016. hit rate 0.75% among 370,000; in the data active means inhibition above about 21%;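 further: UHRF1 SRA domain binding a hemimethylated CpG hairpin DNA probe; 0% = median of test compound wells and 100% = reference inhibitor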
Target sequence (Q96T88 whole entry, looked up, the tested form may be a part): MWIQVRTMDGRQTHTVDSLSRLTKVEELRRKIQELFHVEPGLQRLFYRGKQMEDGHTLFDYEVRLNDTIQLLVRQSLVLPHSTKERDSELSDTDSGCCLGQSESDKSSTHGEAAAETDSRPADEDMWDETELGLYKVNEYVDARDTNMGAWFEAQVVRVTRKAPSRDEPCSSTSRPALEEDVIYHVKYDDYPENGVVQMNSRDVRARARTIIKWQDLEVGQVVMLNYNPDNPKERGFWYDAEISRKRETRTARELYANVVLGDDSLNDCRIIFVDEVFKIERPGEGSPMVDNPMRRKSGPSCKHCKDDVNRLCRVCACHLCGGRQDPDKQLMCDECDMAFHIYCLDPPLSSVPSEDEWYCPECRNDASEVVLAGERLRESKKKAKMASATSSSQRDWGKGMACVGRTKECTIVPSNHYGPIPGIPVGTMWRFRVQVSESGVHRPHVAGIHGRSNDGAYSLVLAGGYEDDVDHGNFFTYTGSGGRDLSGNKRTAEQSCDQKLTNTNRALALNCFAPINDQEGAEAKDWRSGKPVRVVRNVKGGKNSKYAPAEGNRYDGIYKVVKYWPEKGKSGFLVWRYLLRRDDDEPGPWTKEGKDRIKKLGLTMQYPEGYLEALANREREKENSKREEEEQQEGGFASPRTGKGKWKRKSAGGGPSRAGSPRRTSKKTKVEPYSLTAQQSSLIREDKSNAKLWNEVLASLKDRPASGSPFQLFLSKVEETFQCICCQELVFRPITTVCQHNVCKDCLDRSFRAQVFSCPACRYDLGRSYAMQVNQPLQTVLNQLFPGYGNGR
PLCb3 inh: blocks human PLC-beta3 enzyme activity; Q01970; hit rate 0.18% among 370,000; AID 720704; Purified PLC-beta3, fluorogenic substrate, fluorescence; inhibition, % at 12.2 µM; in the data active means inhibition above about 11%;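 further: 0% = median of compound wells on plate and 100% = full blocker control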
ARFGAP1 inhibitor: inhibitors of rat ARFGAP1; Q62848; Arfgap1-stimulated ARF1 GTP hydrolysis, GDP FP detection; inhibition, % at 16.5 µM; hit rate 0.26% among 360,000; AID 651572;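 active means inhibition above a per-plate limit, mean inhibition of low control wells plus 3 SD, cut at about 25% in these data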;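 further: 0% = DMSO wells with enzyme and 100% = wells lacking Arfgap1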
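Replicates: Single well per compound | Assay system: Truncated rat Arfgap1 GAP domain | Control set: No-Arfgap1 wells (100%) versus DMSO full-reaction wells (0%) | Times: Enzyme reaction 120 min at 25 °C after 20 min preincubation | Reagent: Human ARF1(Δ1-17)-GTP substrate | Measured by: Tracer-displacement fluorescence polarization with EDTA stop, 620/688 nm | Measure: Percent inhibition of Arfgap1-stimulated GTP hydrolysis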
ADAM17 inh: inhibitors of human ADAM17 | P78536 | recombinant ADAM17, EDANS/DABCYL FRET peptide cleavage | inhibition, % at 6.95 µM | hit rate 0.83% among 370,000 | AID 720648;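 active means inhibition above the mean of compounds lying between control limits plus 3 SD, set per campaign, cut at about 8.5% in these data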;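 further: 0% = DMSO-only wells as the low control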
ASAP1 inh: ASAP1 ArfGAP inhibition. hit rate 0.19% among 360,000. ASAP1-stimulated ARF1 GTP hydrolysis, GDP FP detection. AID 624377. inhibition, % at 16.5 µM. Q9ULH1; in the data active means inhibition above about 25%;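 further: 0% = vehicle with enzyme and substrate and 100% = no enzyme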
Active calls of the source: *; x = not tested or not shown; & = joins results of further samples.

| mol | KLK7 zymogen act | Tn6 DDE FP | MBD2 inh | PLC-gamma1 inh | DDE Tn7 FP inh | UHRF1 binding | PLCb3 inh | ARFGAP1 inhibitor | ADAM17 inh | ASAP1 inh |
| --- | --- | --- | --- | --- | --- | --- | --- | --- | --- | --- |
| C[C@@H]1CN([C@@H](C)CO)C(=O)CCCn2nncc2CO[C@@H]1CN(C)S(=O)(=O)c1ccc(F)cc1 | -0.2 | 3 | 3 | -4 | 1 | -1 | 0 | 7 | -4 | -2 |
| O=C(Nc1nnc(-c2ccco2)o1)c1ccc(S(=O)(=O)N2CCCC2)cc1 | 0.2 | -10 | 0 | 1 | -2 | 8 | 4 | -7 | 2 | 5 |
| O=C(O)c1ccc(CNCc2ccc(F)cc2)cc1 | 0.2 | 5 | 1 | 1 | 3 | 1 | 2 | 12 | -2 | -7 |
| COc1ccc(C2/C(=C(\O)c3cc(C)ccc3C)C(=O)C(=O)N2CCN(C)C)cc1OC (stereo not given) | -0.3 | 3 | 4 | 0 | -2 | 2 | 1 | 11 | 2 | -5 |
| CC(=O)NC1=NN(C(C)=O)C(C)(c2ccc(Cl)s2)S1 (stereo not given) | -0.3 | -1 | -1 | 5 | -5 | 5 | 3 | 0 | 2 | -6 |
| Cc1cc(N2CCN(C)CC2)nc2ccc(NC(=S)NC3CC3)cc12 | 5.3 | -3 | -2 | -23 | 6 | 1 | -40 | -8 | -24 | 4 |
| COC(=O)[C@]12CCCCC=C1N(Cc1ccc3c(c1)OCO3)C(=O)[C@H](CC(=O)NCCCN1CCCC1=O)C2 | -0.1 | 4 | -1 | 3 | -6 | -3 | 3 | 3 | 3 | 7 |
| O=C(c1cc2ccccc2oc1=O)N(Cc1ccccc1)Cc1ccc2c(c1)OCO2 | 0.4 | 3 | 3 | 2 | 4 | 1 | 1 | 1 | 1 | -5 |

Retrieved by structure from above:
| mol | KLK7 zymogen act | Tn6 DDE FP | MBD2 inh | PLC-gamma1 inh | DDE Tn7 FP inh | UHRF1 binding | PLCb3 inh | ARFGAP1 inhibitor | ADAM17 inh | ASAP1 inh |
| --- | --- | --- | --- | --- | --- | --- | --- | --- | --- | --- |
| COc1ccc(C2/C(=C(\O)c3cc(C)ccc3C)C(=O)C(=O)N2CCN(C)C)cc1OC (stereo not given) | -0.3 | 3 | 4 | 0 | -2 | 2 | 1 | 11 | 2 | -5 |
| COC(=O)[C@]12CCCCC=C1N(Cc1ccc3c(c1)OCO3)C(=O)[C@H](CC(=O)NCCCN1CCCC1=O)C2 | -0.1 | 4 | -1 | 3 | -6 | -3 | 3 | 3 | 3 | 7 |
| C[C@@H]1CN([C@@H](C)CO)C(=O)CCCn2nncc2CO[C@@H]1CN(C)S(=O)(=O)c1ccc(F)cc1 | -0.2 | 3 | 3 | -4 | 1 | -1 | 0 | 7 | -4 | -2 |

(continued)
| mol | KLK7 zymogen act | Tn6 DDE FP | MBD2 inh | PLC-gamma1 inh | DDE Tn7 FP inh | UHRF1 binding | PLCb3 inh | ARFGAP1 inhibitor | ADAM17 inh | ASAP1 inh |
| --- | --- | --- | --- | --- | --- | --- | --- | --- | --- | --- |
| O=C1COc2ccc(C(=O)COC(=O)CNC(=O)C3CCCCC3)cc2N1 | 0.2 | -3 | 3 | -2 | 8 | 1 | -11 | -1 | -6 | 1 |
| O=[N+]([O-])c1ccc(S(=O)(=O)N2CCC3(CC2)OCCN3S(=O)(=O)c2cccs2)cc1 | -0.1 | -8 | 3 | -3 | -4 | -2 | -5 | 3 | -2 | -4 |
| CC(=O)c1ccc(S(=O)(=O)Nc2cccc(-c3ccc(N4CCOCC4)nn3)c2)cc1 | 0.1 | -8 | 2 | -7 | -4 | -2 | -12 | 9 | -3 | -2 |
| Cn1c(=O)n(C)c2cc(NC(=O)CCl)ccc21 | 0.8 | 5 | 0 | -1 | -1 | -4 | -2 | -8 | -1 | -13 |
| C=CCSc1n[nH]c(-c2ccc(OC)cc2)n1 | 0.1 | -1 | 1 | 0 | -1 | 2 | 1 | -2 | -3 | -1 |
| O=C(c1ccco1)N1CCN(C(=O)C2CCN(S(=O)(=O)c3cccs3)CC2)CC1 | 1.1 | 4 | -1 | 1 | -1 | -3 | 5 | -6 | -1 | -1 |
| CCc1nc(SCC(=O)Nc2ccccc2)c2c(=O)n(C)c(=O)n(C)c2n1 | -1.0 | 8 | -2 | -2 | 5 | -3 | -2 | -11 | -2 | -16 |
| O=C(CCCn1c(=S)[nH]c2ccsc2c1=O)NCCc1ccccc1 | -0.1 | -2 | -1 | 1 | -3 | 0 | -6 | -3 | 2 | -3 |
| O=C(C1CC1)N1CCc2cc(S(=O)(=O)NCc3ccccc3)ccc21 | -0.4 | 3 | 3 | 7 | -4 | 0 | -1 | -11 | 2 | 13 |
| CC(C)CCNC(=O)C(CC(C)C)N(Cc1ccc2c(c1)OCO2)C(=O)c1snc(C(N)=O)c1N (stereo not given) | -1.3 | 0 | -1 | -18 | 2 | 4 | -38 | -3 | -14 | -6 |
| COc1ccc(C(=O)Nc2cc(C)nn2-c2ccc(C)cc2)cc1 | -0.7 | 7 | 3 | -2 | 4 | -3 | 1 | -2 | -4 | -2 |
| O=C(Nc1nnc([C@H]2C[C@H](O)[C@@H](CO)O2)s1)C(c1ccccc1)c1ccccc1 | -1.4 | 3 | 8 | -1 | 5 | 7 | -1 | 17 | -5 | -9 |
| CC(=O)c1ccc(NC(=O)C2CCN(S(=O)(=O)c3cccc4nonc34)CC2)cc1 | -0.1 | 1 | -1 | 1 | -4 | -2 | -3 | -1 | 3 | 9 |
| Nc1nc2c(Br)ccc(Br)c2cc1C(=O)NCc1cccc2ccccc12 | 0.1 | 1 | -3 | -6 | -1 | -5 | -7 | 7 | -6 | 0 |
| Cn1c(N)c(C(=O)CSc2nnc(-c3ccccc3F)n2C2CC2)c(=O)n(C)c1=O | -0.5 | 4 | 3 | 1 | 8 | -2 | -3 | 8 | -3 | -5 |
| COCCNC(=O)c1ccc2c(c1)S(=O)(=O)c1cc(Cl)ccc1C2=O | 1.0 | 2 | -5 | 0 | -3 | -2 | 2 | -1 | -1 | -5 |

The results go on:
Compound,KLK7 zymogen act,Tn6 DDE FP,MBD2 inh,PLC-gamma1 inh,DDE Tn7 FP inh,UHRF1 binding,PLCb3 inh,ARFGAP1 inhibitor,ADAM17 inh,ASAP1 inh
CCc1ccccc1NC(=O)Nc1ccsc1C(=O)OC,-0.1,6,5,1,6,1,-7,2,-4,-10
O=C(CSc1nc2sc3c(c2c(=O)n1-c1ccc(Cl)cc1)CCC3)Nc1ccc(C(=O)O)cc1,0.1,11,7,-1,-4,5,-5,x,-6,x
CCc1ccc(C(=O)CSc2nnc(C3CC3)n2C2CC2)cc1,-0.3,0,1,2,-2,1,-3,0,0,-1
Cc1cccc(NC(=O)Nc2nc3ncccn3c2-c2ccccc2)c1,12,-4,-2,-329,-5,-3,-427,x,-35,x
Cc1cc(N2CCCC2)nc2ccccc12,-5.9,2&-2,3&1,-2&-2,2&1,-4&0,-7&-5,-5,-19&-26,5
CSC(=CC(=O)c1ccc(F)cc1)SC,0.3,-2,-3,7,-5,6,-2,7,2,5
CCS(=O)(=O)NC(=O)C1(C)CCN1C(=O)Cc1ccc(Cl)cc1Cl (stereo not given),0.7,-4,-3,2,-7,0,2,1,0,-2
CCOC(Cn1c(-c2ccc(OC)cc2)nc2ccccc21)OCC,-0.1,-3,0,-2,6,0,-2,-1,-5,3
O=C(O)c1cccn2c(=O)c3ccccc3nc12,-16,6,11,-206,6,21*,-244,-15,-30,-2
COC(=O)NNC(=O)COc1ccc2ccccc2c1Br,-0.7,3,-2,1,3,1,-1,-2,1,-9
COC(=O)/C(C#N)=C/c1ccc(OC(=O)c2ccccn2)cc1,-0.3,-3,0,0,-4,1,-2,5,-1,2
CS(=O)(=O)N1CCN(c2ccccc2NC(=O)c2cccs2)CC1,0.0,-2,-4,0,2,-1,2,-7,-1,-7
CCCOc1ccc(C(C)=O)cc1CN1CCOCC1,0.5,0,2,2,-8,0,1,8,3,1
CSc1ccc(Cl)c(C(=O)OCC(=O)NCc2ccco2)c1,-0.5,-2,0,-7,5,3,-8,-4,-11,5
O=C(c1ccc(Cl)c(S(=O)(=O)N2CCCCCC2)c1)N1CCN(c2ccccn2)CC1,-0.6,1,5,-1,-7,0,-2,-2,-4,-5
Cc1ccc(S(=O)(=O)N(CC(=O)Nc2ccccc2C(=O)O)c2cccc(Cl)c2C)cc1,-0.4,-3,-1,-9,-2,3,-6,-4,-1,-9
Nc1nonc1-n1nnc(C(=O)N/N=C/c2cc(Br)ccc2O)c1CSC1=NCCS1,-0.7,-5,1,-14,3,0,-15,10,-2,1
COC(=O)c1sccc1NC(=O)CSc1ccccc1NS(=O)(=O)c1ccc(Cl)cc1,0.3,-1,-3,3,-4,-3,0,0,6,5
CC(C)=CC1C(C(=O)Nc2ccc(S(=O)(=O)N3CCOCC3)cc2)C1(C)C (stereo not given),0.4,-6,-2,1,-1,1,-2,18,3,-6
O=C(Nc1ccccc1F)c1ccccc1-c1ccc(C(F)(F)F)cc1,-0.2,-4,4,1,7,-3,3,-1,1,-12
Cc1ccccc1Cn1c(C(=O)OC(C)C)cc2c1ccn2C,-0.1,1,1,-5,-1,1,-9,-3,-1,-2
Cc1ccccc1-c1cc2nc(Nc3ccc(F)cc3)n(C)c(=O)c2s1,-1.3,-8,-4,-6,-5,-1,-6,0,5,-6
Cc1cc(Cl)ccc1C(=O)C1CCCN(C(=O)c2ccc3ncccc3c2)C1 (stereo not given),0.1,-2,5,0,-2,3,3,-11,-2,-8
COC(=O)[C@@]1(Cc2ccc(F)cc2)[C@H]2c3cc(C(=O)N4CCCC4)n(CC4CC4)c3C[C@H]2CN1C(=O)c1ccccc1,0.8,-7,9,-7,2,9,-8,5,-7,3
Cc1cccc(-c2cccc3c4c([nH]c23)[C@@H]2C[C@H](N(C)C(=O)NC3CCCCC3)[C@H]([C@H](C)O)C(=O)N2CC4)c1,-2.3,3,4,-31,-2,2,-44,x,-23,x
C/C=C(\C)CN1CCC(Oc2ccc(C(=O)NCc3ccccn3)cc2)CC1,0.2,1,0,5,-5,-3,-7,-4,0,-8

An unsorted share of the library; overall some 4.1% were active at least once.
